Source: PubChem (National Center for Advancing Translational Sciences (NCATS))
ERG Ets-DNA blk: inhibitors of human ERG Ets domain-DNA interaction | P11308 | Potency, µM (doses to about 76.9 µM), inactives show at the highest dose FP activity, negative = inhibition, usual class: inhibitors | AID 624246 | 370,000 compounds, 0.028% hits | fluorescence polarization, His-ERG Ets domain / labelled DNA; active = well fitted inhibition curve with a large enough effect in the polarisation, with a control signal flat; inconclusive = small, poorly fitted or top-dose-only effect, or effect the other way, or a change in a side signal; inactive = no such curve, though single readings can be large or run the other way; the % refers to the polarisation;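 also: polarization taken with two DNA probes labelled with fluorescein and Texas red; potency is read from the fitted curve at half-maximal effect; % of control where 0% means no effect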
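His-tagged ERG Ets domain (1 uM in the protein solution; 300mM KCl, 50mM Tris-HCl, 1mM EDTA, 1mM DTT, pH 7.5) received compound, then a probe mix of 5 nM fluorescein-DNA and 100nM Texas-615-DNA. Fluorescence polarization was read for both dyes.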
RGS4 inh: blocks human RGS4-accelerated GTP hydrolysis; P49798; Potency, µM (series often up to 114 µM), for inactives: top-dose activity change, negative = inhibition, hits mostly inhibitors; 390,000 compounds, 0.039% hits; AID 504845; Transcreener GDP fluorescence polarization, RGS4-accelerated GTP hydrolysis; also: potency is read from the fitted curve at half-maximal effect; % is scaled to controls: 0 for no effect and ±100 for the full control effect; nearly all actives have a fitted effect of over 75% in size; some results filed as inactive show a strong effect at the top dose
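MLSMR compounds (23 nl, pin-transferred) preincubated 10 min at room temperature with a 500nM (2x) first reagent, then RGS4 at 900nM (2x) plus Transcreener GDP mix added; fluorescence polarization (620/688 nm) read before and after 90 min at 30 °C.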
12-LOX inh: blocks human arachidonate 12S-lipoxygenase; P18054; purified 12hLO, xylenol orange hydroperoxide absorbance; Potency, µM (highest dose often 108 µM), for inactives: top-dose activity change, negative = inhibition, most hits filed as inhibitors; 580,000 compounds, 1.1% hits; AID 1671190; also: potency is read from the fitted curve at half-maximal effect; % is scaled to controls: 0 for no effect and ±100 for the full control effect
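Purified human 12hLO at 150 nM in 25 mM Hepes, 0.01% Triton X-100, pH 7.0, preincubated 15 min at room temperature with compound. Reaction started with 40 uM arachidonic acid, 30 min at room temperature. Hydroperoxide measured by Fe-xylenol orange, 573/405 nm absorbance ratio.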
GLS inh: inhibitors of human glutaminase (GLS). O94925. Potency, µM (series often up to 45.5 µM), inactives show at the highest dose activity change, negative = inhibition, actives largely listed as inhibitors. 410,000 compounds, 0.21% hits. GLS enzymatic activity, qHTS titration; also: potency is read from the fitted curve at half-maximal effect; % is scaled to controls: 0 for no effect and ±100 for the full control effect
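Human kidney-isoform GLS in 45 mM KH2PO4 pH 8.2, 0.02% Tween-20, with compound, started with 1mM L-Glutamine (added stock). Glutamate oxidase/HRP/Amplex red coupled fluorescence read at start and after 30 min at RT.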
JMJD2A Tudor inh: blocks the human JMJD2A Tudor domain. 390,000 compounds, 4.4% hits. Potency, µM (titrated, usually from 114 µM), inactives show at the top dose activity change, negative = inhibition, most hits filed as inhibitors. AlphaScreen JMJD2A-Tudor / H3K4me3 peptide binding; also: potency is read from the fitted curve at half-maximal effect; % is scaled to controls: 0 for no effect and ±100 for the full control effect; nearly all actives have a fitted effect of over 50% in size
HP1b chromo inh: blocks HP1-beta chromodomain binding to methylated histone tails | AlphaScreen HP1-beta / biotin-H3K9me3 peptide binding | Potency, µM (titrated, usually from 114 µM), without a hit: at the highest dose activity change, negative = inhibition, hits mostly inhibitors | 390,000 compounds, 0.56% hits | AID 540317; also: potency is read from the fitted curve at half-maximal effect; nearly all actives have a fitted effect of over 70% in size; inactives centre near 23
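HP1-beta protein (50 nM final) preincubated 30 min at room temperature with biotinylated H3(1-18)K9me3 peptide (50 nM) in PBS pH 7.4, 0.01% Tween-20, then compound added for 30 min. AlphaScreen streptavidin donor/nickel chelate acceptor beads (10 ug/mL final), 30 min dark, luminescence read.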
PI4K2A block: PI4K2A (human) kinase inhibition. purified PI4K2A, ADP-Glo luminescence, 1 h; active compounds read low. activity change, negative = inhibition, % at 76.9 µM. 420,000 compounds, 0.13% hits; in the data active = activity change below about -50%; inconclusive = mostly about -30% to -49%;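 also: -100% = wells without enzyme as full effect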
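Compounds are screened against recombinant PI4K2A using PI as substrate and ATP, the latter dispensed at 300 microM. Reactions run one hour at ambient temperature before ADP-Glo detection; full inhibition defined by wells lacking enzyme.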
G9a inh: G9a (human) methyltransferase inhibition | Q96KQ7 | G9a H3K9 monomethylation, AlphaScreen, 2 h | Potency, µM (series often up to 102 µM), for inactives: at the top dose activity, negative = inhibition, most hits filed as inhibitors | 350,000 compounds, 8.8% hits | AID 504332; also: potency is read from the fitted curve at half-maximal effect; % is scaled to controls: 0 for no effect and ±100 for the full control effect; nearly all actives have a fitted effect of over 75% in size
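AlphaScreen detection with an anti-monomethyl H3K9 antibody quantified product after a 2 h room-temperature reaction containing 500 nM biotinylated H3K9 peptide, 20 µM SAM and 20 nM enzyme, which had been preincubated 15 min with compound.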
BAZ2B inh: BAZ2B (human) inhibition | Q9UIF8 | AlphaScreen BAZ2B-H3K14Ac peptide displacement | Potency, µM (doses to about 114 µM), inactives show top-dose activity change, negative = inhibition, most hits filed as inhibitors | 360,000 compounds, 4.4% hits; also: potency is read from the fitted curve at half-maximal effect; % is scaled to controls: 0 for no effect and ±100 for the full control effect; nearly all actives have a fitted effect of over 60% in size
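AlphaScreen luminescence quantifies BAZ2B engagement of H3K14Ac peptide; the protein and biotinylated peptide are both at 50 nM final, buffer PBS pH 7.4 with 0.01% Tween-20, all steps at room temperature.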
* = called active by the depositor; i = inactive; ? = inconclusive; / = no result given; & = joins results of further samples; [ ] = dose if it differs, or a comment. Unless noted, calls follow the shape of the dose curve; as a rule, active = well fitted curve in the direction sought with a large enough effect; inconclusive = small, poorly fitted or top-dose-only effect, or another doubt; inactive = no such curve, though single readings can be large; an effect the other way counts as inactive or inconclusive.

SMILES	ERG Ets-DNA blk	RGS4 inh	12-LOX inh	GLS inh	JMJD2A Tudor inh	HP1b chromo inh	PI4K2A block	G9a inh	BAZ2B inh
COc1cccc(-n2nnc3c(=O)n(Cc4ccccc4F)cnc32)c1	-2.2%	-6.8%	-12.8%	0.1%	-5.8%	18.2%	3.2	-1.9%[59 µM]	-3.5%
Cc1cc(CNC(=O)CCc2nnc(CCCc3ccccc3)o2)nn1C	-5.9%	10.9%[56.9 µM]	-16.7%	-4.3%	-16.6%	28.0%	-5.5	-3.4%	-16.6%
CCn1c(C)cc(/C=C2\NC(=O)N(CC(=O)Nc3cccc(C)c3)C2=O)c1C	5.0%	22.6%	-24.2%	6.9%	-18.7%	11.5%	7.0	?	?
COc1ccccc1NC(=O)Cn1nnc(C(=O)NCc2cccs2)c1N	13.3%&-1.8%	-49.6%&-18.8%	-4.8%&-9.4%	-3.7%&12.3%	15.2%&-14.7%	44.1%&28.7%[activator]	-0.4&-7.8	-16.6%	-30.3%
O=C(c1ccc([N+](=O)[O-])cc1)N(Cc1ccc(Cl)cc1)N1C(=O)CCCC1=O	-4.7%	5.0%	0.0%	6.9%	-12.5%	9.6%	3.3	14.2%	3.5%
Cc1[nH]n(-c2ccccc2)c(=O)c1/C=N/n1c(C)nc2ccccc2c1=O	-10.5%	9.7%[56.9 µM]	-20.4%	6.8%	-11.5%[57.1 µM]	33.3%	-9.5	3.16µM*	1.0%
CN(C(=O)CSc1nnc(-c2ccc(Cl)cc2)n1CC1CCCO1)C1CCS(=O)(=O)C1 (stereo unspecified)	-9.2%	-17.0%	-8.0%	-7.2%	-12.3%	34.3%	5.0	-43.6%	-5.1%
CC(=O)c1c(C)[nH]c(C(=O)OCC(=O)NCCc2ccc(Cl)cc2)c1C	9.0%	-11.5%	i	-4.3%	-7.9%	14.2%	-0.5	?	1.4%
Cc1cc(S(=O)(=O)NCC(=O)O)ccc1F	-2.3%	-20.9%[11.4 µM]	?	-12.4%	-11.5%[11.4 µM]	5.7%	-2.8	-7.4%[59 µM]	6.5%
CS(=O)(=O)c1cccc(C(=O)NC(c2ccccc2)c2ccccc2)c1	-5.0%	-5.3%	?	-1.9%	-7.9%	27.7%	-2.4	-4.3%	5.3%
CCOC(=O)NN1C(=O)c2ccccc2NC1c1cccs1 (stereo unspecified)	35.5µM*	-17.2%	12.4%	-1.2%	-0.3%	2.9%	-3.9	-3.3%	5.6%
COc1ccc(C(=O)N2CCCC(N3CCN(c4ccccc4F)CC3)C2)c(OC)n1 (stereo unspecified)	-2.7%	-11.3%[56.9 µM]	5.0%	30.0%	?	15.0%	-3.4	-0.2%[0.501 µM]	-11.2%
Cc1ccc(S(=O)(=O)N2CCN(C(=O)COC(=O)CNC(=O)c3ccc(C(C)(C)C)cc3)CC2)c(C)c1	7.8%	8.3%	?	-0.3%	-25.2%	14.8%	-3.6	/	/
Cc1cc(-n2cnnn2)cc(C)c1S(=O)(=O)NCCOc1ccccc1	-9.3%	5.6%	-24.4%	0.4%	-13.5%	14.4%[57 µM]	-10.7	67.4%[activator]	-4.8%
O=C(O)c1cccc(Nc2c3ccccc3nc3ccccc23)c1	3.8%	-18.6%	?	16.9%	-14.3%	20.6%	2.3	/	20.6%
CC(=O)N1N=C(c2ccc(Cl)cc2)OC1c1ccc(C(C)C)cc1 (stereo unspecified)	1.9%	-10.9%	0.0%	-4.5%	?	51.5%[activator]	0.3	9.6%[59 µM]	17.8%[57.1 µM]
COCCn1c(=O)[nH]c2cc(C(=O)Nc3cccc(C(C)=O)c3)ccc2c1=O	5.0%&-7.6%	-14.8%&-2.6%	-13.5%	-6.0%&8.3%	-8.4%&-11.3%	22.1%&30.8%	7.8&2.1	18.9%	-15.4%&-0.6%
O=C1C2C3C=CC(CC3)C2C(=O)N1/N=C/c1ccc(O)cc1 (stereo unspecified)	/	-10.2%	6.4%[57.4 µM]	-10.8%	-3.3%	20.5%	1.5	9.9%[59 µM]	-4.0%
COC(=O)c1cc(-c2ccc(Br)cc2)c2c(=O)[nH]c(=O)n(C)c2n1	-3.8%	23.0%	17.0%	2.2%	-8.7%	17.6%	0.8	-4.9%	-12.2%
O=C(NCCc1ccccc1)C(=O)c1cn(CC(=O)N2CCCC2)c2ccccc12	6.1%	10.1%	?	5.4%	-5.8%	23.6%	1.8	28.0%	-23.5%
Cc1nc(SCC(N)=O)[nH]c(=O)c1Cc1ccc(OC(C)C)cc1	0.0%	-21.7%[11.4 µM]	-0.5%	-13.9%	5.5%[57.1 µM]	17.2%	-2.0	-34.5%[59 µM]	-4.6%
O=C(CCS(=O)(=O)c1ccc(Br)cc1)NCc1ccco1	-7.1%	11.7%	3.3%	?	2.3%	42.5%[activator]	-9.3	-21.4%[59 µM]	50.1µM*
COC(=O)c1cccc(C23CC4(C2)[C@H](CN(Cc2ccc(-c5ccccc5)cc2)[C@@H]4c2ccccc2)C3c2ccccc2)c1 (stereo partly specified)	9.0%	-11.1%	-12.8%	0.0%	-19.1%	13.8%	3.4	-6.3%[12.7 µM]	0.3%
COc1ccc(C(=O)CCC(=O)N2CCN(c3ccccc3)CC2)cc1	4.1%	-8.7%	20.7%[57.4 µM]	12.7%	-20.7%	16.9%	4.2	18.4%	-11.1%
CCCOc1ccc(C(=O)Nc2ccc3c(c2)OCCO3)cc1	-16.7%	-0.5%	14.6%	0.1%	6.2%	55.7%[activator]	-9.8	11.0%	-19.5%
(listing goes on)
SMILES	ERG Ets-DNA blk	RGS4 inh	12-LOX inh	GLS inh	JMJD2A Tudor inh	HP1b chromo inh	PI4K2A block	G9a inh	BAZ2B inh
Cc1ccc(NC(=O)Cn2c(=O)n(Cc3ccco3)c(=O)c3sc4ccccc4c32)cc1C	1.8%	-42.9%	-24.6%	1.9%	-15.9%	57.8%[activator]	-12.4	-5.3%[59 µM]	10.4%
O=C(NC(=O)N1CCN(c2ccccc2F)CC1)c1ccccc1	/	19.9%	12.0%	20.4%	-6.7%	6.1%	2.6	14.7%	1.7%
CC(C)c1ccc(OCC(O)CNC(C)c2ccccc2)cc1 (stereo unspecified)	-4.0%	-12.4%	93.6%[activator]	-1.4%	-18.0%	33.6%	-0.7	?	2.1%
COc1cc(/C=C/C(=O)O)ccc1O	1.1%	16.2%	13.0%	17.7%	-8.8%	28.2%	4.9	-39.1%[2.33 µM]	/
CN(C)/C=C/C1=CC(=O)CC(C)(C)C1	3.7%	-23.6%	4.4%	-13.4%	-14.8%	19.0%	-3.7	-34.7%	-1.7%
CCOC(=O)c1sc(=S)n(-c2cccc(C(F)(F)F)c2)c1SC	-1.3%	0.5%	-16.4%	-1.9%	-30.6%	13.0%	-0.5	-14.4%[12.7 µM]	-5.4%
[O-]/C(=C(\C(=S)Nc1cccc2ccccc12)[n+]1ccccc1)c1ccc2c(c1)OCCO2	-5.9%	1.2%	?	-6.6%	?	-16.0%	-10.4	8.91µM*	56.2µM*
CC12CCC(=O)N1C(C(=O)Nc1cccc(F)c1)CS2 (stereo unspecified)	1.8%	27.9%	2.9%	5.5%	-7.7%	39.1%[activator]	-2.6	78.4%[activator]	-1.0%
Cc1ccc(C(=O)N/N=C\c2ccc(-c3ccc(Cl)cc3)o2)cn1	-9.3%	-7.0%	-3.2%	-0.2%	-18.9%	14.2%	-1.4	0.6%	-17.8%
COc1ccc(OC)c(NC(=O)c2cc(-c3c(C)cc(C)cc3O)n[nH]2)c1	-3.4%	-21.6%	9.3%	-3.3%	0.0%	34.6%	-0.7	-0.6%	0.0%
O=C(NCc1ccccc1Cl)C1CCC(=O)N(CC2CCCCC2)C1 (stereo unspecified)	4.1%	2.0%	4.2%	0.8%	-20.6%	8.0%	3.5	2.7%	-3.1%
C=CCNC(=S)N1CCc2c([nH]c3ccccc23)C1C (stereo unspecified)	44.7%[activator]	-0.3%	14.5%	-12.0%	?	-2.5%	3.2	0.9%[59 µM]	?
COc1ccc(Cc2nnc(NS(=O)(=O)Cc3ccccc3)s2)cc1	0.2%	-24.1%	14.3%[57.4 µM]	10.5%	-7.9%	13.4%	-3.0	-8.5%[59 µM]	-32.0%
O=C(C[C@H]1C[C@H](C(=O)N2CCOCC2)[C@@]2(CCC3CCCC3)c3[nH]c4cc(-c5ccco5)ccc4c3CCN2C1=O)NCCc1ccccn1	-1.6%	?	?	18.4%	?	?	-0.7	/	/
Cc1ccc2[nH]c(CSc3nnc(COc4ccccc4C)n3C)cc(=O)c2c1	4.3%	-10.6%	-21.7%	-0.7%	-13.3%	27.4%[57 µM]	-5.4	10.6%[59 µM]	10.5%
COc1ccc(NC(=O)CSc2ccc3nnc(CCNC(=O)c4ccccc4)n3n2)cc1	-5.1%	-2.5%	0.0%	0.4%	-17.6%	36.4%[activator]	-1.4	3.9%	-19.5%
Cc1cc(C(=O)Nc2ncn(Cc3ccc(F)cc3)n2)ccc1[N+](=O)[O-]	3.0%	15.8%	2.1%	0.5%	-10.7%	38.6%	4.1	17.8%[59 µM]	?

A portion of the library; rates above refer to the full screens.
